From PubChem
SMARCA2 activ – SMARCA2 (BRM) function activators, primary screen, cell-based, luminescence, high throughput; AID 652017, 2013; activation, % at 9.1 µM; hit rate 1% among 370,000; MG213 cells, MMTV-luciferase reporter, dexamethasone, overnight; in the data active = activation above about 7.8%;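 note: 0% = vehicle wells and 100% = reference activator wells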
FXN GAA850 act – FXN promoter activators, primary screen, cell-based, luciferase luminescence, HEK293 lucGAA850. HEK293 lucGAA850 FXN promoter luciferase reporter, 24 h; percent of 10 µM SAHA response. activation, % at 6 µM. hit rate 0.56% among 360,000;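 active = activation above the average of all compounds screened plus 3 SD, cutoff fixed separately per campaign, cut at about 7.5% in these data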;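 note: 0% = DMSO wells and 100% = 10 µM SAHA wells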
KLK7 zymogen act – proKLK7 zymogen activators, primary screen, biochemical, fluorescence intensity. Kallikrein-7 (Homo sapiens), P49862. purified proKLK7, EDANS-DABCYL substrate fluorescence; 100% is mature enzyme control, 0% vehicle. activation, % at 7 µM. hit rate 0.9% among 370,000;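 active = activation above the mean of all tested compounds plus 3 SD, computed per campaign excluding outliers beyond control limits, cut at about 13% in these data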
Target sequence (P49862 whole entry, looked up): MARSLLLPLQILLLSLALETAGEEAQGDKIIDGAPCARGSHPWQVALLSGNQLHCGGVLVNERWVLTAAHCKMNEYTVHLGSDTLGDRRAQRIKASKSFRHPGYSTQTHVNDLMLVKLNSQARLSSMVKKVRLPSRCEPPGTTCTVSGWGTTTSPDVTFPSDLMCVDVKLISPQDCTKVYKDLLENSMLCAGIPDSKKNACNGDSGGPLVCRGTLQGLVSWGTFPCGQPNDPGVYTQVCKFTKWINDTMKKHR
NPR2 activator – human GC-B receptor activators, primary screen, HEK293 GC-B cells, cGMP TR-FRET, EC30 CNP; 0% at EC30 CNP, 100% saturating CNP; hit rate 0.11% among 370,000; Atrial natriuretic peptide receptor 2 (Homo sapiens), P20594; activation, % at 10 µM;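 active = activation at 10 µM reaching about 35% in either raw or pattern-adjusted values, limit read from the data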
DAX1 inh-1 – DAX1 (NR0B1) inhibitors on StAR promoter, primary screen, cell-based, luminescence, SF-1 (NR5A1), full-length DAX-1. HEK293T StAR-luciferase reporter, SF-1/DAX-1 repression relief. inhibition, % at 6.8 µM. hit rate 1.1% among 370,000. AID 652010, 2013;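 active = inhibition above the mean over all tested compounds plus 3 SD, cut at about 3.6% in these data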;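 note: 0% = DAX-1 cells with DMSO and 100% = cells lacking DAX-1 with DMSO; higher inhibition means more luminescence from relief of DAX-1 repression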
hgDAF12 agonist – H. glycines DAF-12 receptor agonists, primary screen, cell-based, luminescence, HEK293, GAL4 fusion, UAS-luciferase. activation, % at 6.8 µM. HEK293 GAL4-hgDAF12 UAS-luciferase reporter, agonist luminescence; normalized to butyrate control. AID 687014, 2013. Nuclear hormone receptor DAF-12 (Heterodera glycines), GAL4 fusion. hit rate 1.8% among 370,000;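 active = activation above a cutoff set at the mean of all screened compounds plus 3 SD, cut at about 10% in these data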;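 note: 0% = DMSO wells and 100% = sodium butyrate wells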
NPR1 activator – GC-A stimulated cGMP production enhancers – HEK293 GC-A cells, cGMP TR-FRET, EC30 ANP, primary screen | activation, % at 10 µM | hit rate 0.14% among 370,000 | 0% at EC30 ANP, 100% saturating ANP; in the data active = activation above about 40%
ssDAF12 agonist – S. stercoralis DAF-12 nuclear receptor activators, primary screen, cell-based, luminescence, HEK293, GRIP1 co-expression, lit1-tk-luc; activation, % at 6.8 µM; HEK293 ssDAF-12/GRIP1 lit1-tk-luc reporter; % of 3 µM dafachronic acid response; hit rate 1% among 370,000;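 active = activation above the mean over all tested compounds plus 3 SD, cut at about 0.9% in these data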;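 note: 0% = DMSO-only wells and 100% = 3 µM delta7-dafachronic acid wells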
hcDAF-12 act – H. contortus DAF-12 nuclear receptor activators, primary screen, cell-based, luminescence, HEK293, lit1-tk-luc reporter | hit rate 1.4% among 370,000 | activation, % at 6.8 µM | AID 652067, 2013 | HEK293 hcDAF-12 lit1-tk-luc reporter; 0% DMSO, 100% Δ7-dafachronic acid;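 active = activation above the mean of all tested compounds plus 3 SD, cut at about 5.5% in these data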;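 note: 100% = response to 3 µM Δ7-dafachronic acid high control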
DAX1 inh-2 – DAX1 (NR0B1) inhibitors, primary screen, cell-based, HEK293, Gal4-DAX1, luciferase luminescence | inhibition, % at 6.75 µM | AID 504766, 2011 | Nuclear receptor subfamily 0 group B member 1 (Homo sapiens), P51843 | hit rate 0.99% among 340,000 | HEK293 Gal4-DAX1 luciferase reporter;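 active = inhibition above the mean over all tested compounds plus 3 SD, cut at about 4.2% in these data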;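 note: 0% = DAX1-transfected cells with DMSO and 100% = empty-vector control cells with DMSO; inhibition shows as a rise in luminescence from relieved DAX1 repression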
Target sequence (P51843 207-470 limits assumed): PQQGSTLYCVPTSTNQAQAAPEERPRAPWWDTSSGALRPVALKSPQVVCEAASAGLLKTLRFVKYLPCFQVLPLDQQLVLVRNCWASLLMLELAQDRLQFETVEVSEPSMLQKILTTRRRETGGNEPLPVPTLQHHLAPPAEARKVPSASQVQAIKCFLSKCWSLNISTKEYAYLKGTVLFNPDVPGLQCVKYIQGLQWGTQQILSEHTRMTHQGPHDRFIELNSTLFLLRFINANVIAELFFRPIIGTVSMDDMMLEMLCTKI
sPLA2-III inh – human group III sPLA2 inhibitors, primary screen, biochemical, QFRET, BODIPY PC-A2 liposome substrate. QFRET BODIPY PC-A2 liposome hydrolysis, fluorescence. inhibition, % at 12.2 µM. hit rate 0.56% among 370,000. AID 743126, 2013;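 active = inhibition above mean plus 3 SD of compounds lying within the high and low control bounds, cut at about 19% in these data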;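 note: 0% = median of test compound wells and 100% = no enzyme DMSO wells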
* = called active by the depositor; nt = not tested or not shown.

SMILES,SMARCA2 activ,FXN GAA850 act,KLK7 zymogen act,NPR2 activator,DAX1 inh-1,hgDAF12 agonist,NPR1 activator,ssDAF12 agonist,hcDAF-12 act,DAX1 inh-2,sPLA2-III inh
COc1cc(OC)cc(C2=Cc3ccc(OC)cc3C(CC(C)=O)N2c2ccc(-c3cccs3)cc2)c1 (stereo not given),-5,nt,4.3,-13,-3.8,-3.5,-15,-1.8,-3.3,nt,-8
O=C(O)CN1C(=O)/C(=C\c2cccc(OCc3ccc(Cl)cc3Cl)c2)SC1=S,3,3.3,0.1,-2,0.4,4.6,2,-0.7,1.4,3.1,-57
Nc1ccn(CC(=O)NCCc2ccccn2)c(=O)n1,1,1.0,-0.2,-4,-0.3,-0.7,3,-0.7,0.0,2.0,6
CC1CC(C)(C)CC2(C1)NC(=O)N(CC(=O)Nc1cc(C(F)(F)F)ccc1N1CCCCC1)C2=O (stereo not given),-5,-0.6,0.5,-1,-0.4,-1.5,1,0.3,-0.3,0.3,9
Cc1cccc(-c2cc(=O)c(C(=O)O)cn2-c2ccc(F)cc2F)c1,2,-0.1,0.9,6,0.4,2.8,0,-1.2,-1.9,0.7,8
CC1=C(C(=O)N2CCOCC2)CC(CC(=O)NCc2cccs2)C(=O)N1Cc1ccc(C(C)(C)C)cc1 (stereo not given),1,-0.7,-0.2,3,-1.0,0.5,3,-1.1,-1.9,-1.0,0
CC1CC(=O)C2=C(C1)Nc1ccccc1SC2c1ccc(F)cc1 (stereo not given),-1,-1.4,0.8,-6,-0.2,-1.2,-8,-0.6,0.3,-0.8,-6
Cc1ccc2c(c1)N(CC(=O)NCc1cccs1)C(=O)C(C)O2 (stereo not given),-3,0.6,-0.5,-7,-1.1,0.8,-3,-0.8,1.9,0.8,-4
CCOC(=O)C1CCCN(C(=O)Cc2ccc(OC)c(OC)c2)C1 (stereo not given),0,1.6,0.2,-3,-0.7,-0.7,2,-1.1,-1.6,0.5,-1
O=C(c1ccc2c(Cl)c3c(nc2c1)CCCC3)N1CCC(N2CCCCC2)CC1,1,3.3,0.4,-1,9.0*,8.7,0,-0.9,-0.7,1.1,-12
COc1ccccc1N1CCN(C(=O)c2cc(C(=O)N3CCN(c4ccccc4OC)CC3)cc([N+](=O)[O-])c2)CC1,0,-0.9,-1.0,-1,0.1,-2.9,1,-1.1,1.4,0.4,-2
O=C(O)CCSc1ccc([N+](=O)[O-])cc1[N+](=O)[O-],1,1.4,-0.2,0,-0.2,-1.6,1,-0.4,-1.0,0.3,2
FC(F)(F)c1ccc(-n2cn[nH]c2=S)cc1,-3,-2.7,-0.1,4,0.1,-2.4,4,-0.8,0.0,-0.9,15
CN(C)c1ccc(C(CNC(=O)c2ccccc2F)c2c[nH]c3ccccc23)cc1 (stereo not given),6,0.3,-0.7,-3,0.0,1.6,-1,0.4,3.2,0.3,-8
COc1cc2c(cc1OC)/C(=C/C(=O)c1cccc([N+](=O)[O-])c1)NCC2,4,4.6,4.7,19,-1.3,-4.2,15,-1.9,-5.8,-2.1,0
O=C(CSc1nc(=O)n(CCCN2CCOCC2)c2c1CCC2)Nc1ccc([N+](=O)[O-])cc1,-1,2.3,-0.1,2,-0.9,-0.4,1,-1.4,-1.7,0.2,-1
COC(=O)[C@@H](Cc1ccccc1)NC(=O)Cn1cnc2c(SC)nc(N)nc21,-5,0.3,0.1,0,-0.5,1.4,2,-1.0,0.0,0.1,5
CNC(=S)N(CCCn1ccnc1)Cc1c(F)cccc1Cl,-1,1.3,0.2,-1,0.1,-0.6,2,-0.6,-0.3,-0.9,2
CC(C)n1nnnc1SCC(=O)NC1CCCC1,0,-0.2,-0.4,1,-0.2,3.6,1,-1.2,-1.2,0.0,3
COc1ccc(Cl)cc1NC(=O)CN(C)C(=O)c1ccc(-n2nc(C)cc2C)cc1,-3,-0.1,0.3,-8,-3.2,-3.6,-6,-1.5,-1.9,-1.1,5
CC(CNCCCn1ccc(NC(=O)OCc2ccccc2)nc1=O)c1ccccc1 (stereo not given),2,-1.7,0.5,-18,1.8,0.2,-4,-1.2,-1.5,-0.6,-4
Cc1ccc(Cl)c(NC(=S)N(CCCN2CCOCC2)Cc2ccco2)c1,-1,1.6,-0.1,5,-0.2,-2.5,2,-1.7,-1.7,1.6,-5
COC(=O)c1ccc(OCC(O)CN2CCN(C(=O)c3ccco3)CC2)cc1 (stereo not given),1,0.7,-0.2,0,0.4,-0.8,0,-1.2,-1.3,1.6,2
O=C(COC(=O)C1CC1)NCc1ccccc1,-1,1.1,0.5,-2,1.0,2.0,-1,-0.5,1.0,-0.4,2
COc1ccc(C2C(C#N)=C(N)Oc3c2c(-c2ccccc2)nn3-c2ccccc2)c(OC)c1OC (stereo not given),0,-0.2,-0.3,0,-0.1,-2.5,-3,-0.4,0.2,-1.2,-2

Reformatted with two lines to a compound: entries from further up.
Fields: SMARCA2 activ	FXN GAA850 act	KLK7 zymogen act	NPR2 activator	DAX1 inh-1	hgDAF12 agonist	NPR1 activator	ssDAF12 agonist	hcDAF-12 act	DAX1 inh-2	sPLA2-III inh
- CC1=C(C(=O)N2CCOCC2)CC(CC(=O)NCc2cccs2)C(=O)N1Cc1ccc(C(C)(C)C)cc1 (stereo not given)
→ 1	-0.7	-0.2	3	-1.0	0.5	3	-1.1	-1.9	-1.0	0
- CC1CC(=O)C2=C(C1)Nc1ccccc1SC2c1ccc(F)cc1 (stereo not given)
→ -1	-1.4	0.8	-6	-0.2	-1.2	-8	-0.6	0.3	-0.8	-6
- Cc1ccc2c(c1)N(CC(=O)NCc1cccs1)C(=O)C(C)O2 (stereo not given)
→ -3	0.6	-0.5	-7	-1.1	0.8	-3	-0.8	1.9	0.8	-4
- CCOC(=O)C1CCCN(C(=O)Cc2ccc(OC)c(OC)c2)C1 (stereo not given)
→ 0	1.6	0.2	-3	-0.7	-0.7	2	-1.1	-1.6	0.5	-1

(continued)
SMILES,SMARCA2 activ,FXN GAA850 act,KLK7 zymogen act,NPR2 activator,DAX1 inh-1,hgDAF12 agonist,NPR1 activator,ssDAF12 agonist,hcDAF-12 act,DAX1 inh-2,sPLA2-III inh
O=C(c1cc([N+](=O)[O-])ccc1N1CCN(S(=O)(=O)c2ccc(Cl)c(Cl)c2)CC1)N1CCOCC1,3,-0.9,0.2,-8,0.3,3.2,-6,-1.2,-1.7,0.6,6
CC1CCN(Cc2c(C#N)c3ccccc3n2C)CC1,-1,1.6,-9.1,3,-0.6,-0.4,1,-1.2,-2.6,-1.1,6
c1ccc2c(c1)CN1C(=N2)COc2ccccc2C1c1nc2ccccc2[nH]1 (stereo not given),7,nt,0.4,-9,4.4*,15*,-14,2.0*,6.0*,nt,7
COc1ccccc1N1CCN(S(=O)(=O)c2c(C)ccc3nsnc23)CC1,1,2.6,0.2,-1,-0.2,-0.7,-4,-1.7,-1.0,-0.6,-2
Cc1cccc(OC(C)c2ccnc3nc(/N=C/N(C)C)nn23)c1 (stereo not given),-3,0.3,0.2,0,-0.5,-0.6,2,-1.4,-1.1,1.8,0
COC(=O)C1=CN(c2ccc(OC)cc2)C=C(C(=O)OC)C1c1cc(OC)c(OC)cc1OC,-2,1.8,-0.4,2,-0.1,-2.1,4,-1.1,-0.4,0.3,1
CCOc1cc(/C=N/NC(=O)CCc2n[nH]c(=O)[nH]c2=O)ccc1O,-3,2.0,-0.8,2,-0.6,1.2,-2,-0.8,0.9,-0.7,-1
CCc1nc(N=C(N)N)nc2ccccc12,1,nt,-4.4,1,-0.6,-0.1,15,-0.5,-0.7,nt,0
C=CCN1[C@H](C)COc2cc(F)ccc2S1(=O)=O,7,nt,-0.4,-1,0.2,2.4,-1,-0.6,-1.2,nt,4
COc1cc(OC)c(C(=O)c2ccccc2[N+](=O)[O-])c(OC)c1,4,-0.8,-0.4,-4,-0.8,3.9,1,-1.3,2.0,-0.1,0
COc1ccc(OCC(O)CNC(=O)Nc2ccc(Cl)cc2)cc1 (stereo not given),0,1.3,0.2,-5,0.0,-1.6,1,-1.0,0.6,0.0,-15
CCCCNS(=O)(=O)c1cc(-c2nn(C)c(=O)c3ccccc23)ccc1C,-1,1.9,-0.4,-2,-0.6,-0.9,0,-1.7,-2.9,-0.5,-8
COc1ccc(-n2ncc3c(N4CCN(c5cccc(C)c5C)CC4)ncnc32)cc1,0,-1.1,-0.4,-10,0.4,-1.1,-7,-1.3,-1.3,0.5,0
COc1cccc(-c2nc(CN3CCN(C(=O)c4ccco4)CC3)c(C)o2)c1OC,-3,0.3,0.1,4,-0.6,5.2,-2,-1.3,-1.3,-0.7,4
CCN(CC(=O)Nc1ccccc1OC)C(=O)C1CCCC1,0,0.9,-0.4,3,-0.2,1.2,-1,-0.7,-0.3,1.6,1

Rows are unselected; about 6.7% have a hit in one of these screens.
